TDP1 inh: inhibitors of human tyrosyl-DNA phosphodiesterase TDP1. 350,000 tested, 0.28% active. Potency, µM (highest dose often 130 µM), without a hit: at the highest dose activity change, negative = inhibition, most hits filed as inhibitors. Q9NUW8. recombinant TDP1, AlphaScreen DNA substrate cleavage; further: nearly all actives have a fitted effect of over 40% in size
Target sequence (Q9NUW8 whole entry, looked up): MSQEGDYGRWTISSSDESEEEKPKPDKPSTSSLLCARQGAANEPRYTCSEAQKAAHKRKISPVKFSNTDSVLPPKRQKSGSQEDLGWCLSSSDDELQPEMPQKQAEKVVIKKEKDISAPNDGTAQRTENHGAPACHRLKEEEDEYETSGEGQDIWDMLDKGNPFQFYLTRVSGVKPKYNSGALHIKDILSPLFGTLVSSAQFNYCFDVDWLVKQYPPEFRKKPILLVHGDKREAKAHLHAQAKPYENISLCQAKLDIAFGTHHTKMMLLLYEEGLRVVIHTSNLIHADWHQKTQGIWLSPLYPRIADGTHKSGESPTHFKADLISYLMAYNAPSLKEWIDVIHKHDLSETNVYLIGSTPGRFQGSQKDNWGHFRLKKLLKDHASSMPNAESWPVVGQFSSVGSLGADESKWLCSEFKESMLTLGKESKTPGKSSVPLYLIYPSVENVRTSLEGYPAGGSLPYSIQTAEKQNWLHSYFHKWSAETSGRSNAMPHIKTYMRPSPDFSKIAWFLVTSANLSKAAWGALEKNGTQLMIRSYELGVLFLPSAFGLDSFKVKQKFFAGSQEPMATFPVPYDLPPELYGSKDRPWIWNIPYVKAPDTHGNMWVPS
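Enzyme-compound mixtures sat 15 min at room temperature, followed by a 5 min reaction with 15 nM final substrate and 10 min with AlphaScreen beads. Recombinant human Tdp1 was used at 1 nM final.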
TDP1 cell noCPT: qHTS for Inhibitors of human tyrosyl-DNA phosphodiesterase 1 (TDP1): qHTS in cells in absence of CPT; DT40 Tdp1-/- hTDP1 cells, no CPT, ATP luminescence, 48 h; Potency, µM (doses to about 46.2 µM), for inactives: top-dose activity change, negative = growth inhibition, usual class: inhibitors; 420,000 tested, 15% active; AID 686978, 2013; further: nearly all actives have a fitted effect of over 55% in size
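Chicken DT40 Tdp1-/- cells stably complemented with human TDP1 were seeded at 400 cells/well with DMSO in place of 20 nM camptothecin. After compound pinning, cells grew at least 48 hr at 37 °C; viability read by CellTiter-Glo luminescence.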
TDP1 cell CPT: growth inhibition of DT40 Tdp1-/-;hTDP1 cells with camptothecin (screen for TDP1 inhibitors) | chicken DT40 Tdp1-/-;hTDP1 cells + 20 nM CPT, ATP luminescence, 48 h | AID 686979 | 420,000 tested, 12% active | Potency, µM (titrated, usually from 46.2 µM), without a hit: at the highest dose activity change, negative = growth inhibition, actives largely listed as inhibitors; further: nearly all actives have a fitted effect of over 55% in size
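Chicken DT40 Tdp1-/- cells stably complemented with human TDP1 were seeded at 400 cells/well in medium containing 20 nM camptothecin, exposed to pin-transferred compounds, and grown at 37 °C for at least 48 hr. Viability was read as ATP luminescence.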
An asterisk follows results filed as active; ? = inconclusive; nt = no result given; & = joins results of further samples; [ ] = another dose, or the depositor's remark. The call rests on the fitted dose curve; in most records, active means well fitted curve in the direction sought with a large enough effect; inconclusive means small, poorly fitted or top-dose-only effect, or another doubt; inactive means no such curve, though single readings can be large; an effect the other way counts as inactive or inconclusive. On the % scale 0 is the no-effect control and ±100 the full control effect; potency means the concentration at half of the fitted maximal effect.

Values run as follows: TDP1 inh	TDP1 cell noCPT	TDP1 cell CPT
Cc1cc2nn(-c3ccc(Cl)cc3)nc2cc1NC(=O)C(C)C
 : -2%[12.3 µM]	-8%	-6%
Cc1cc(NC(=O)c2ccccc2F)on1
 : 5%	3%	13µM*
COc1ccc(NC(=O)CCS(=O)(=O)c2ccc(Br)s2)cc1
 : nt	?	?
CC(=O)Nc1ccc(NC(=O)CSc2nnc(NC(=O)c3ccc(Br)o3)s2)cc1
 : -2%	-22%	-18%
CCCc1cc2c(=O)c(-c3nc4ccccc4s3)c(COCC(=O)O)oc2cc1O
 : 0%	0%	-2%
O=C1NC[C@@H](c2ccccc2)OC(=O)[C@@H](Cc2ccc(F)cc2)C/C=C\C[C@@H]1CC(=O)N(CCO)Cc1ccccc1
 : 1%	16µM*	?
COC(=O)c1ccc(NC(=O)c2nc(S(=O)(=O)Cc3ccccc3F)ncc2Cl)cc1
 : nt	0.89µM*	0.71µM*
O=C(CN1C(=O)C2CCCCC2C1=O)Nc1ccccc1N1CCCC1 (centres undefined)
 : 2%	-7%	-2%
COC(=O)NNC(=O)C1CCC(C)CC1 (centres undefined)
 : 3%&5%	4%&-2%	-1%&3%
O=C(Nc1ccccc1)/C(=C\c1ccc(F)cc1)NC(=O)c1ccco1
 : 0%	-1%	4%
Cc1nn2c(-c3cccc(NC(=O)CN4CCOCC4)c3)nnc2c2ccccc12
 : nt	13µM*	29µM*
O=C(O)CSc1nnc(-c2ccccc2)c(-c2ccccc2)n1
 : 6%	?	?
COc1ccc(N(CC(=O)Nc2ccccc2C(=O)O)S(=O)(=O)c2ccc(C)c([N+](=O)[O-])c2)cc1
 : 7%	-21%	1%
Nc1ccc(N2C(=O)c3ccccc3C2=O)c(Cl)c1
 : -5%[56.1 µM]	6%	2%
COc1c(C)cc(C(=O)C2CCCN(S(=O)(=O)c3c(C)noc3C)C2)cc1C (centres undefined)
 : 7%	16µM*	?
O=c1[nH]c(SCc2ccccc2Cl)nc2c1cnn2-c1ccccc1
 : 3%	?	-26%
O=C(OCC(=O)N1CCCc2ccccc21)c1cc(S(=O)(=O)N2CCOCC2)ccc1Cl
 : nt	?	?
O=C(Nc1cccnc1)c1cc(Cl)ccc1Cl
 : 4%	14%	-5%
COCCCn1c(=O)c2sccc2n2c(CCCC(=O)Nc3cccc(OC)c3)nnc12
 : 8%	?	-28%
CC(=O)N1CCOc2ccc(S(=O)(=O)NCCc3ccc(C)cc3)cc21
 : 2%	?	?

Later entries.
Values run as follows: TDP1 inh	TDP1 cell noCPT	TDP1 cell CPT
O=C(Oc1ccccc1)N1CCC2(CCCN(c3ccncc3)C2)CC1
 : nt	15µM*	21µM*
CC(C)COC(=O)Cc1c(O)c2ccccc2[nH]c1=O
 : 5%	?	0%
COc1ccccc1N1CCN(CC(=O)Nc2sccc2C#N)CC1
 : 3%	?	-19%
O=C(c1ccc(COc2ccccc2Cl)o1)N1CCN(c2ccccc2)CC1
 : 6%	29µM*	?
Cc1ccc(CNC(=O)CCNS(=O)(=O)c2cccs2)cc1
 : 0%	3%	-29%
Cc1csc(Nc2ccccc2)[n+]1-c1ccccc1
 : 6%	?	-20%
O=C(COC(=O)c1cccc(Br)c1)NCC1CCCO1 (centres undefined)
 : 1%	-3%	-10%
C=CCn1cccc(C(=O)Nc2ccc(C)c(C)c2)c1=O
 : nt	-10%	3%
COc1cc(C(=O)NCc2cn3ccccc3n2)cc(OC)c1OC
 : 6%	-5%	-1%
COc1ccc(N2CC(NS(=O)(=O)c3ccc4ccccc4c3)CC2=O)cc1 (centres undefined)
 : nt	23µM*	?
CC1(C)CC2CC(C)(CN2CC(O)c2ccccc2)C1 (centres undefined)
 : nt	-30%	-19%
COc1ccc(OC)c(CNC(=O)c2[nH]c(C(F)(F)F)nc2-c2ccccc2)c1
 : nt	-23%	-10%
S=c1[nH]nc(-c2cccnc2)n1-c1ccccc1
 : -8%	-6%	-9%
C[C@@H](O)c1nc2ccccc2n1N
 : ?	10%	1%
OC(CN1CCN(c2ccccn2)CC1)Cn1c2ccccc2c2ccccc21 (centres undefined)
 : 8%	8.2µM*	15µM*
CNc1nc(NCc2ccco2)c2ccccc2n1
 : nt	16µM*	10µM*
COc1ccc(CC(=O)Nc2cc3oc4ccccc4c3cc2OC)cc1
 : 0%	?	?
Cc1cccc(-n2cnc(C(=O)N/N=C\c3ccc(Br)cc3)c2)n1
 : 1%	-11%	4%
N#Cc1nc(-c2ccc(OCc3ccccc3)cc2)oc1NCCCn1ccnc1
 : 13%	21µM*	?
O=C(CCN1CCN(Cc2ccccc2)CC1)Nc1ccccc1Cl
 : 8%	0%	5%

Continued:
Values run as follows: TDP1 inh	TDP1 cell noCPT	TDP1 cell CPT
COc1ccccc1-c1nc(NCc2cnc(C)cn2)c2ccccc2n1
 : nt	?	16µM*
O=C(CSc1c2c(nc3ccc(Cl)cc13)CCCC2)N1CCN(C(=O)c2ccco2)CC1
 : nt	21µM*	15µM*
Cc1ccccc1OCCC(=O)Nc1ccc2c(C)cc(=O)oc2c1
 : -10%	13%	?
Cc1ccc(CNS(=O)(=O)c2cn(C)cn2)cc1
 : 3%	-3%	-23%
Brc1c(OCCOCCn2cncn2)ccc2ccccc12
 : 6%	26µM*	?
CS(=O)(=O)c1ccc2nc(NC(=O)c3cccc(NS(=O)(=O)c4ccc(F)c(F)c4)c3)sc2c1
 : 5%	?	?
CCOc1ccccc1/C=N/NC(=O)CNC(=O)COc1ccccc1
 : 1%	-23%	17%
CCc1nnc(NC(=O)C(CC)CC)s1
 : 2%	21%	2%
Cc1ccc(C)c(NC(=O)CSc2sc3c(O)cc(=O)[nH]c3c2C#N)c1
 : -15%	-16%	-11%
CCOC(=O)c1c2c3c(cccc3n(C)c1=O)C(=O)c1ccccc1-2
 : nt	?	?
CC(C)CN1CCN(Cc2nc(C(C)C)cs2)CC1CCO (centres undefined)
 : 3%	-3%	22%
COC(=O)CCc1c(C)c(C(=O)c2cc(F)c(F)c(F)c2F)c2ccccn12
 : 3%	-3%	?
Cn1ncc([N+](=O)[O-])c1C(=O)N1CCCCCC1
 : 2%	-8%	-29%
COc1ccc(/C=N\NC(=O)c2sc(N)nc2C)cc1OC
 : 1%	-18%	-28%
Cn1cnc(S(=O)(=O)N2CCC(C(=O)NCc3ccccc3Cl)CC2)c1
 : 4%	-5%	6%
COc1cc2oc(=O)c(CC(=O)N3CCCCC3)c(C)c2cc1Cl
 : 6%	3%	-1%
O=S(=O)(CCN1CCOCC1)c1ccc(OC(F)(F)F)cc1
 : nt	3%	-1%
CCOC(=O)CCNC(=O)N1CCC(CCC(=O)NCc2ccc(F)cc2)CC1
 : nt	3%	8%
O=C(CSc1nc2ccccc2o1)Nc1ccc(Cl)cc1
 : -4%	3%	-7%
CCOC(=O)C1(C)CCCN1C(=O)c1ccc(C)cc1 (centres undefined)
 : nt	-17%	-24%

(list continues)
Values run as follows: TDP1 inh	TDP1 cell noCPT	TDP1 cell CPT
O=C(NC1CCCCC1)c1cnn2c(C(F)(F)F)cc(-c3ccco3)nc12
 : -5%	?	23µM*
CCOc1ccccc1NC(=O)C1C2CCC(O2)C1C(=O)O (centres undefined)
 : nt	-1%	-3%
O=C(C[n+]1ccc(C(=O)NCc2ccccc2)cc1)c1ccc2c(c1)OCCO2
 : -2%	-15%	2%
COc1ccc(NC(=O)C2(C)CCCN(C(C)C)C2)cc1OC (centres undefined)
 : nt	-2%	-3%
O=C(Cc1cccc([N+](=O)[O-])c1)Nc1cccc(C(=O)N2CCOCC2)c1
 : 1%	-15%	-19%
CCOC(=O)N1CCN(C(=O)Cn2c(=O)sc3ccccc32)CC1
 : nt	-25%	-21%
Nc1c(-c2ccccc2)cnc2c(-c3ccccc3)cnn12
 : 3%	?	-12%
CCOC(=O)N1CCN(c2c(N3CCN(c4ccccc4F)CC3)c(=O)c2=O)CC1
 : nt	-13%	4%
CS(=O)(=O)NCCSCc1ccccc1
 : 7%	-20%	0%
O=C(NCCCCc1ccccc1)C1CC(c2cccc(F)c2)=NO1 (centres undefined)
 : 2%	3%	5%
CN(c1ccc(C(=O)Nc2ccc3c(c2)OCCO3)cc1)S(C)(=O)=O
 : 1%	-9%	-14%
Cc1ccc(CNC(=O)c2ccccc2NC(=O)CN2CC(C)OC(C)C2)cc1 (centres undefined)
 : -2%	?	2%
O=S(=O)(c1ccc(NC(=S)NCc2ccc(F)cc2)cc1)N1CCOCC1
 : 2%	?	?
CCOC(=O)C(C(=O)OCC)=C1OC(=O)c2ccccc21
 : 0%	-28%	-1%
COc1ccc(S(=O)(=O)N2CCC(C(=O)NC3CCCCC3)CC2)cc1C
 : nt	-20%	1%
COc1ccc(S(=O)(=O)N2CCOCC2)cc1NC(=O)CSc1ncnc2ccccc12
 : 8%	23%	1%
O=[N+]([O-])c1ccc(N2CCN(Cc3ccccc3)CC2)nc1
 : -3%	?	?
COc1ccc(OC)c(NC(=O)Cn2c(=O)n(Cc3nc(C)no3)c(=O)c3ccccc32)c1
 : 0%	3%	-4%
O=C(CSc1nncn1-c1ccccc1)NC1CCCc2ccccc21 (centres undefined)
 : 3%	?	0%
CC#CC#Cc1cccc(=O)o1
 : nt	?	?

Whole records, quoted from the list. Screens in order: TDP1 inh, TDP1 cell noCPT, TDP1 cell CPT
COc1ccc(S(=O)(=O)N2CCC(C(=O)NC3CCCCC3)CC2)cc1C is listed with nt, -20%, 1%
COc1ccc(OC)c(NC(=O)Cn2c(=O)n(Cc3nc(C)no3)c(=O)c3ccccc32)c1 is listed with 0%, 3%, -4%
CCOC(=O)C(C(=O)OCC)=C1OC(=O)c2ccccc21 is listed with 0%, -28%, -1%
O=S(=O)(c1ccc(NC(=S)NCc2ccc(F)cc2)cc1)N1CCOCC1 is listed with 2%, ?, ?

Next section:
Values run as follows: TDP1 inh	TDP1 cell noCPT	TDP1 cell CPT
Cc1ccc(CNC(=O)c2cccnc2Cl)cc1
 : -2%	?	5%
Cc1cccc(C(O)c2ncc(-c3ccc4ccccc4c3)[nH]2)c1C (centres undefined)
 : nt	?	?
COc1ccc(Cn2ccc3nc(C)c(C(=O)Nc4cccc(SC)c4)cc3c2=O)cc1
 : 5%	?	?
COc1ccc(C)cc1NC1(c2ccccc2)C(=O)c2ccccc2C1=O
 : 11%	4%	9%
CCC(C)(C)C(=O)OC1CC(C)C=C2C=CC(C)C(CCC3CC(O)CC(=O)O3)C21 (centres undefined)
 : 15%[56.1 µM]	21µM*	26µM*
Cc1ccc(NC(=S)NNC(=O)CSc2nc3ccccc3c(=O)n2-c2ccc(C)cc2)cc1
 : 11%	16µM*	-29%
CCC(C)NC(=O)CN1C(=O)NC2(CCc3ccccc3C2)C1=O (centres undefined)
 : 2%	?	16%
CC(O)C(NS(=O)(=O)c1ccc(Cl)cc1)C(=O)OCC(=O)N1CCN(c2ccccc2)CC1 (centres undefined)
 : 1%	-28%	?
COc1cc(C)c(NC(=O)COc2ccc3c(c2)OCO3)cc1C
 : 5%	?	-21%
CCOC(=O)C1=C(C)NC(=O)C(C#N)C1c1ccncc1 (centres undefined)
 : 2%	6%	-2%
CCOC(=O)N1CCc2c(sc(NC(=O)CN3CCOCC3)c2C#N)C1
 : 7%	-2%	1%
CCCc1cc(=O)[nH]c(SCc2ccccc2)n1
 : 7%	5%	0%
Cc1nn(C)cc1/C=N/NC(=O)C1(O)c2ccccc2-c2ccccc21
 : 5%	1%	-1%
Oc1cccc(/C=N/N2CCN(C3c4ccccc4-c4ccccc43)CC2)c1
 : 7%	?	?
COc1ccc(C(CC(=O)O)NC(=O)c2ccco2)cc1OC (centres undefined)
 : -3%	-1%	-2%
Cc1ccc(NC(=S)NNC(=S)NC2CCCCC2)cc1
 : 9%	?	?
Cc1ccc(CCNS(=O)(=O)c2ccc3c(c2)NC(=O)CCS3)cc1
 : 1%	?	?
O=S(=O)(NCCCCNS(=O)(=O)c1ccc(F)cc1)c1ccc(F)cc1
 : nt	?	-13%
COc1cc(/C=C/C(=O)c2ccc(C)cc2)ccc1OCC#N
 : 1%	?	?
Cc1cc([N+](=O)[O-])nn1CC(=O)NCCc1c[nH]c2ccccc12
 : 9%	12%	16%

Going on with the list.
Values run as follows: TDP1 inh	TDP1 cell noCPT	TDP1 cell CPT
CCCCCCn1c(CN2CCN(C)CC2)nc2c1c(=O)n(C)c(=O)n2C
 : 0%	-29%	?
CN(C)C(CNC(=O)c1cccs1)c1cccnc1 (centres undefined)
 : 5%	4%	0%
COc1cc(NC(=O)C2CCN(S(=O)(=O)c3cnc[nH]3)CC2)cc(OC)c1OC
 : 2%	-11%	-8%
CC(=O)/C(=N/Nc1cccc(C)c1)N1CCOCC1
 : 10%	?	6.5µM*

Rows were taken by chance. About 18% of those tested had a hit in this group.
